From PubChem BioAssay
POLB inh = blocks human DNA polymerase beta activity. P06746. hit rate 1.3% among 340,000. Potency, µM (series often up to 114 µM), for inactives: at the highest dose activity change, negative = inhibition, usual class: inhibitors. Pol beta primer extension/strand displacement, fluorescence kinetic; note: potency is the fitted concentration of half-maximal effect; % is set by controls: 0 for no effect and ±100 for the full control effect
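Human Pol beta at 10 nM; strand-displacement substrate 50 nM final. Compound exposure 15 min at room temperature before start, reaction 10 min at room temperature.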
APE1 inh = APE1 (human) endonuclease inhibition; P27695; recombinant APE1, TAMRA/BHQ-2 abasic DNA cleavage fluorescence; Potency, µM (titrated, usually from 65.8 µM), inactives show at the highest dose activity change, negative = inhibition, usual class: inhibitors; hit rate 0.35% among 350,000;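 note: potency is the fitted concentration of half-maximal effect; plate controls were vehicle for no effect and reference inhibitor for full effect; nearly all actives have a fitted effect of over 55% in size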
Target sequence (P27695 whole entry, looked up): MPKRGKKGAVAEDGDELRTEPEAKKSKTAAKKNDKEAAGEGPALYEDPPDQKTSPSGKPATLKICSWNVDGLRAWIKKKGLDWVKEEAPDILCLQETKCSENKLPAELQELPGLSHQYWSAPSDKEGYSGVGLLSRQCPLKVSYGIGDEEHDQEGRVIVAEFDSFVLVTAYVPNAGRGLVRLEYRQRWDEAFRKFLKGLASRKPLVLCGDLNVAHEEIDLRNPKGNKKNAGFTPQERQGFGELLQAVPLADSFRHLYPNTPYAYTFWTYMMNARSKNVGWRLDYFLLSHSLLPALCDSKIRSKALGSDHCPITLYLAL
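Substrate: short duplex with […] THF abasic site, 5'-TAMRA and 3'-BHQ-2, 50 nM final. APE1 at 0.75 nM, preincubated 15 min RT with compound. Fluorescence increase from first to third read measured activity.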
POLH inh = inhibitors of human DNA polymerase eta; recombinant Pol eta, fluorescent DNA replication assay; Q9Y253; Potency, µM (doses to about 114 µM), without a hit: top-dose activity change, negative = inhibition, actives largely listed as inhibitors; AID 588591; hit rate 1.2% among 390,000; note: potency is the fitted concentration of half-maximal effect; % is set by controls: 0 for no effect and ±100 for the full control effect
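Pol eta (10 nM) was preincubated with compounds for 15 min at room temperature, after which fluorescent replication substrate (50 nM final) was added to start the reaction. Fluorescence was read kinetically at 0 and 10 min.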
Pol iota inh = blocks human DNA polymerase iota activity; Pol iota fluorescent replication assay, 10 min; Potency, µM (highest dose often 115 µM), for inactives: at the top dose activity, negative = inhibition, usual class: inhibitors; Q9UNA4; hit rate 1% among 390,000; note: potency is the fitted concentration of half-maximal effect
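Pol iota at 10 nM preincubated 15 min with compounds at room temperature; reaction started with fluorescent substrate, 50 nM final. Fluorescence read kinetically at 0 and 10 min; buffer-only wells as negative control.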
POLK inh = DNA polymerase kappa (human) inhibition | hit rate 0.53% among 400,000 | purified Pol kappa, fluorescent DNA synthesis assay, 10 min | Potency, µM (top dose mostly 107 µM), without a hit: top-dose activity, negative = inhibition, most hits filed as inhibitors; note: potency is the fitted concentration of half-maximal effect; % is set by controls: 0 for no effect and ±100 for the full control effect
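Enzyme at 10 nM met test compounds for 15 min at room temperature. Substrate addition (50 nM final) began the reaction, which was monitored by fluorescence at 0 and 10 min.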
Apoferritin bind = binds horse apoferritin like a general anesthetic; apoferritin/1-aminoanthracene competitive binding, fluorescence; Potency, µM (top dose mostly 77.5 µM), inactives show top-dose activity change, negative = displacement, most hits filed as inhibitors; hit rate 0.074% among 350,000; AID 485281; note: potency is the fitted concentration of half-maximal effect; % is set by controls: 0 for no effect and ±100 for the full control effect; nearly all actives have a fitted effect of over 20% in size
Target sequence (P02791 2-175 limits assumed): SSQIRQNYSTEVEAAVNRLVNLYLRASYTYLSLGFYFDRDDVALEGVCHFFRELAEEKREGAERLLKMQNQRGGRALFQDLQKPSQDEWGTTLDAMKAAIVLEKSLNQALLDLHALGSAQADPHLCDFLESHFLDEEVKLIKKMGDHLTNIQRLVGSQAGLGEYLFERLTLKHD
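Apoferritin-based anesthetic binding model; compound displacement of fluorescent 1-AMA measured as endpoint fluorescence after 10 minutes at room temperature, scaled to free-ligand and complex controls.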
RXFP1 antagonist = RXFP1 (human) relaxin receptor antagonism. Q9HBX9. HEK293-RXFP1, relaxin-stimulated cAMP HTRF, 30 min; stronger effect = lower value. activity change, negative = inhibition, % at 57.5 µM. hit rate 0.59% among 350,000. AID 1259400;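 active = activity change of -60% or lower, but not beyond a set lower limit; inconclusive = change between -60% and -40%, or beyond the set limit; inactive = change above -40%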; note: % is set by controls: 0 for no effect and ±100 for the full control effect
BLM helicase inh = inhibitors of human Bloom syndrome helicase BLM | recombinant BLM DNA unwinding, fluorescence dequenching | Potency, µM (doses to about 56.1 µM), for the others: top-dose activity change, negative = inhibition, most hits filed as inhibitors | hit rate 0.2% among 350,000 | AID 2528;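 note: potency is the fitted concentration of half-maximal effect; plate controls were vehicle for no effect and no enzyme for full effect; nearly all actives have a fitted effect of over 35% in size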
PGK inhibitor = blocks T. brucei phosphoglycerate kinase. hit rate 0.043% among 380,000. Potency, µM (series often up to 57.5 µM), for the others: at the top dose activity change, negative = inhibition, actives largely listed as inhibitors. P07378. PGK/GAPDH coupled, Kinase-Glo luminescence, 60 min; note: potency is the fitted concentration of half-maximal effect; % is set by controls: 0 for no effect and ±100 for the full control effect; nearly all actives have a fitted effect of over 60% in size
Target sequence (P07378 whole entry, looked up): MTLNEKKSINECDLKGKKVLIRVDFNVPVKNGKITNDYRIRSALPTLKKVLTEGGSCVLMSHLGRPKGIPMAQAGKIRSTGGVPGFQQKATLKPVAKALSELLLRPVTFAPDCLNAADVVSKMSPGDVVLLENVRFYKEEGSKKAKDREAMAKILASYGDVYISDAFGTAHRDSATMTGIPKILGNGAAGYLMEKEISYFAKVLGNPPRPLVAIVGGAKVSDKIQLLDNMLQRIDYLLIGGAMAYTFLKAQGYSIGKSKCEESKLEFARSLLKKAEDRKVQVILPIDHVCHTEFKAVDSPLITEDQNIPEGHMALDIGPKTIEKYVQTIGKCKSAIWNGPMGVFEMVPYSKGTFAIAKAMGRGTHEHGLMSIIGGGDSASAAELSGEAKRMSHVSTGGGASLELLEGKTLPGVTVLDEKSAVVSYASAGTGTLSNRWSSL
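Recombinant glycosomal PGK reaction used 1,3-bisphosphoglycerate generated in-well by GAPDH (100nM final) in 100mM TEA pH 7.6, 5mM MgCl2, 0.01% Tween-20. After 60 minutes at room temperature, ATP was read by Kinase-Glo Plus luminescence end-point.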
* hit, by the source's call; i = inactive; u = inconclusive; x = not tested or not shown; [ ] = another dose, or the depositor's remark. Unless noted, calls come from the whole dose curve; as a rule, active = well fitted curve in the direction sought with a large enough effect; inconclusive = small, poorly fitted or top-dose-only effect, or another doubt; inactive = no such curve, though single readings can be large; an effect the other way counts as inactive or inconclusive. These rows are one share of the data; the hit share may differ from the screen's.

The first 7 entries, ahead of the listing:
SMILES	POLB inh	APE1 inh	POLH inh	Pol iota inh	POLK inh	Apoferritin bind	RXFP1 antagonist	BLM helicase inh	PGK inhibitor
Nc1nc(Sc2ccc(C(F)(F)F)cn2)n[nH]1	-0.3%	-4.2%	-11.2%	7.8%	1.8%	-7.8%	-4.1	4.0%	i
Cc1ccc(C(=O)OCC(=O)NCc2cccs2)cc1C	21.7%	14.1%	-11.2%	66.0%[activator]	3.6%	-15.2%	-11.3	-1.3%	-9.2%
Cc1ccc(/C=C/C(=O)Nc2ccc(S(=O)(=O)Nc3onc(C)c3C)cc2)cc1	u	33.8%	-0.2%	4.3%	-17.6%	-6.0%	-7.5	2.2%	-3.3%
COc1ccccc1CNCc1ccc(C)cc1	11.3%	28.0%	-14.9%	-7.7%	21.6%	-2.3%	-2.2	0.1%	-7.4%
CCOc1cc(C(=O)OCC(=O)c2c(C)[nH]c3ccccc23)ccc1OCC(=O)N1CCOCC1	9.7%	-1.3%	-13.8%	0.3%	-10.1%	-20.0%	10.3	2.2%	-8.5%
COc1ccccc1NS(=O)(=O)c1ccc(C(=O)N2CCN(c3ccccc3O)CC2)cc1	x	-8.2%	-5.9%	6.3%	-7.8%	x	-23.9	x	2.2%
O=C(O)C1CCCCC1C(=O)NCCc1ccccc1 (stereo not drawn)	2.5%	2.3%	-12.6%	-20.2%	12.3%	-0.6%	16.0	1.4%	-9.0%

All compounds of this part (from the top)
SMILES	POLB inh	APE1 inh	POLH inh	Pol iota inh	POLK inh	Apoferritin bind	RXFP1 antagonist	BLM helicase inh	PGK inhibitor
Nc1nc(Sc2ccc(C(F)(F)F)cn2)n[nH]1	-0.3%	-4.2%	-11.2%	7.8%	1.8%	-7.8%	-4.1	4.0%	i
Cc1ccc(C(=O)OCC(=O)NCc2cccs2)cc1C	21.7%	14.1%	-11.2%	66.0%[activator]	3.6%	-15.2%	-11.3	-1.3%	-9.2%
Cc1ccc(/C=C/C(=O)Nc2ccc(S(=O)(=O)Nc3onc(C)c3C)cc2)cc1	u	33.8%	-0.2%	4.3%	-17.6%	-6.0%	-7.5	2.2%	-3.3%
COc1ccccc1CNCc1ccc(C)cc1	11.3%	28.0%	-14.9%	-7.7%	21.6%	-2.3%	-2.2	0.1%	-7.4%
CCOc1cc(C(=O)OCC(=O)c2c(C)[nH]c3ccccc23)ccc1OCC(=O)N1CCOCC1	9.7%	-1.3%	-13.8%	0.3%	-10.1%	-20.0%	10.3	2.2%	-8.5%
COc1ccccc1NS(=O)(=O)c1ccc(C(=O)N2CCN(c3ccccc3O)CC2)cc1	x	-8.2%	-5.9%	6.3%	-7.8%	x	-23.9	x	2.2%
O=C(O)C1CCCCC1C(=O)NCCc1ccccc1 (stereo not drawn)	2.5%	2.3%	-12.6%	-20.2%	12.3%	-0.6%	16.0	1.4%	-9.0%
Cc1cc(NC(=O)C(=O)NCc2cccc(Cl)c2)no1	17.7%	4.1%	-19.5%	-23.5%	2.4%	-1.3%	-8.6	1.1%	i
CC1CCN(S(=O)(=O)c2ccc3c(c2)N(CC(=O)NC(C)c2ccccc2)C(=O)CS3)CC1 (stereo not drawn)	3.9%	x	-17.2%	7.9%	-2.4%	-10.2%	3.6	-3.9%	0.2%
COc1cccc(C(=O)Nc2c[nH]c(=O)[nH]c2=O)c1	49.4%	0.2%	-10.5%	36.2%[activator]	-1.0%	-4.3%	-2.8	1.0%	3.2%
Cc1cc(Cl)ccc1NC(=O)CCCn1nc(C)c2c(C)n(-c3ccccc3)nc2c1=O	7.6%	x	-3.7%	-4.9%	4.2%	-9.6%	-7.8	-0.2%	9.5%
CCc1ccc(CNc2ncnc3onc(-c4ccc(Cl)cc4)c23)cc1	7.8%	x	-22.2%	33.1%[activator]	-22.8%	-0.7%	x	-5.7%	3.1%
CC(=O)N1CCN(C(=O)CNc2cc(C(F)(F)F)ccc2OCC(F)(F)F)CC1	35.8%	1.9%	-13.0%	-0.4%	4.9%	-10.8%	-7.8	1.0%	i
CN(Cc1ccccc1)C(=O)COc1ccc(Br)cc1Cl	-1.6%	-2.4%	-16.0%	1.9%	4.4%	-2.3%	-11.4	-5.9%	i
CC(/C=N/NC(=O)Cn1cnc2ccccc21)=C\c1ccccc1	u	3.1%	14.8%	-12.8%	0.9%[60.1 µM]	u	-9.7	-2.8%	-9.3%
O=C(/C=C/c1cccs1)Nc1ccc([N+](=O)[O-])cc1	-18.0%	1.6%	-3.6%	2.3%	-22.0%	6.0%	16.8	3.7%	-3.5%
COc1ccc(/C=N/NC(=O)c2ccc3nc[nH]c3c2)cc1	-3.6%	-3.5%	4.8%	104.8%[activator]	-18.9%	-5.5%	-10.2	3.8%	6.8%
O=C1NC(=S)S/C1=C\c1cc(Cl)ccc1Cl	x	x	39.8µM*	u	-6.8%	x	-5.0	x	-13.9%
O=C(CCc1nnc2ccc(N3CCCC3)nn12)Nc1ccc(F)cc1F	22.1%	83.6%	-1.0%	-16.4%	-1.8%	-0.5%	-17.0	-0.2%	-1.0%
COc1ccc(CNC(=O)CCc2c(C)nn(-c3ccc(N4CCOCC4)nn3)c2C)cc1	16.7%	x	-13.3%	11.0%	-8.8%	2.4%	x	-1.9%	-4.9%
CCOc1ccc(/C=N/Nc2nc(=O)[nH]nc2C)cc1OC	-5.0%	u	-19.4%	2.1%	-8.0%	-3.5%	-3.3	-3.3%	x
Cc1nnc2ccc(Oc3ccc(-c4ccccc4)cc3)nn12	19.8%	-6.1%	-12.5%	27.9%	1.3%	u	11.8	-3.7%	-10.0%
N#Cc1cccc(NC(=O)COc2ccc(-n3ccnc3)cc2)c1	-0.5%	21.3%	-9.0%	-3.3%	-5.4%	-14.1%	6.3	0.0%	-7.5%
C/C(=N\Nc1ncc(Cl)cc1Cl)c1ccc(OC(F)F)cc1	-15.1%	-2.7%	-20.9%	25.7%	-5.8%	8.1%	-1.7	-11.4%	-0.1%
CSc1ccccc1C(=O)C1CCCN(C(=O)c2ccc(N3CCOCC3)cc2)C1 (stereo not drawn)	31.4%	u	-9.0%	21.3%	4.1%	-12.3%	-10.8	-5.0%	10.6%
O=C(NC1CCN(C(=O)NC2CCCCC2)CC1)c1ccco1	-10.8%	-0.4%	-12.1%	17.9%	-1.6%	-9.2%	-6.3	0.6%	0.6%
CCCCc1c(C)nc2ccccc2c1SCCC#N	0.2%	-5.7%	-24.5%	19.6%	-4.8%	-10.9%	-5.3	-4.9%	8.1%
CCc1c(C)nc(SCC(=O)c2cccs2)c(C#N)c1C	5.0%	-1.3%	0.4%	2.0%	8.9%	-19.0%	-21.1	-1.2%	x
CC1Cc2cc(S(=O)(=O)N3CCN(c4ccccc4F)CC3)ccc2N1C(=O)C1CCC1 (stereo not drawn)	u	x	-8.8%	39.2%[activator]	-6.6%	-2.7%	5.4	-5.9%	i
CCCc1cc(=O)oc2cc(C)cc(OCC(=O)NC(Cc3c[nH]c4ccc(O)cc34)C(=O)O)c12 (stereo not drawn)	82.6%	0.5%	-11.3%	-11.2%	0.9%	-8.4%	x	0.1%	-4.0%
CCSC1=N/C(=C\c2ccc(OC)cc2)C(=O)N1	16.3%	2.6%	-19.3%	19.1%	-3.6%	3.9%	-13.7	1.6%	0.9%
O=C(CSc1nc2ccccc2n1CCc1ccccc1)NC1CCS(=O)(=O)C1 (stereo not drawn)	1.9%	-0.2%	-2.7%	-1.8%	-7.2%	-23.0%	-18.1	-2.0%	1.4%
CN(C)c1ccc(P(=O)(OC2CCCCC2)C(O)c2cccnc2)cc1 (stereo not drawn)	1.1%	-0.3%	-20.0%	24.0%	-9.1%	-2.5%	17.2	-2.5%	1.3%
O=C(N/N=C/c1ccc2c(c1)OCO2)/C(=C/c1ccc2c(c1)OCO2)NC(=O)c1ccccc1	5.4%	-5.7%	u	-6.0%	-6.4%	81.4%[activator]	x	-0.3%	i
Nc1c(Cl)c(Cl)nc(C(=O)OCC(=O)NCc2ccccc2)c1Cl	x	-1.8%	-13.5%	-3.5%	-4.3%	x	1.5	x	2.1%
CCOc1ccc(CNC(=O)c2cc3c(s2)-c2ccccc2OC3)cc1	31.6µM*	x	-20.1%	u	-35.8%	116.9%[activator]	x	-10.6%	2.4%
O=c1cc2c(nn1Cc1cccc(Cl)c1)-c1ccccc1CC2	5.6%	21.0%	-8.4%	u	-6.8%	u	-15.8	-7.7%	-3.4%
COc1ccc([C@H]2/C=C\CN(C(=O)[C@H](Cc3ccccc3)NC(=O)OCC3c4ccccc4-c4ccccc43)CC(=O)N2Cc2ccc(F)cc2)cc1	x	x	-21.0%	26.9%	-15.8%	x	x	x	-4.7%
COc1ccc(C2Sc3nncn3N2Cc2ccc(C#N)cc2)cc1 (stereo not drawn)	5.7%	22.3%	6.6%	4.8%	2.8%	-15.8%	-0.7	-2.8%	-0.3%
CCOC(=O)c1ccc(NC(=S)NNC(C)(C)C)cc1	0.3%	-4.5%	-4.9%	9.6%	14.9%	-7.6%	0.1	1.0%	-1.2%
Cc1ccc(CNC(=O)c2ccc(N3CCC4(CC3)CC(c3ccccc3)=NO4)c(NC(=O)c3c(Cl)cccc3Cl)c2)cc1	x	8.7%	-26.4%	3.5%	2.3%	x	x	x	-3.8%
COc1ccccc1N(C)S(=O)(=O)c1ccc(C(=O)N2CCCC(C(F)(F)F)C2)cc1 (stereo not drawn)	x	42.3%[activator]	-1.6%	-7.3%	-2.3%	x	-4.8	x	-9.6%
Cc1ccc(NC(=O)C2CCCN2C(=O)OCc2ccccc2)cc1C (stereo not drawn)	0.5%	2.5%	-15.2%	19.6%	15.2%	-6.2%	-4.5	-0.1%	-7.4%
Cc1ccc(-c2csc(/C(C#N)=C/Nc3ccccc3SC(F)(F)F)n2)c(C)c1	29.9%	0.6%	-7.6%	-16.6%	2.2%[60.1 µM]	3.0%	-2.5	-2.0%	-2.2%
